Assay outcomes as filed in PubChem.
DRD3 agonist – qHTS of D3 Dopamine Receptor Agonist: qHTS | D3R DiscoveRx beta-arrestin cells, luminescence, 90 min | max activation, % | actives 0.58% (n = 410,000) | AID 652048, 2013; in the data active = max activation above about 30%; note: 0% is about no effect; mostly tested at two doses, the higher about 12 µM
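Cells at 1500/well, incubated overnight, then treated with pinned compounds (dopamine as control) for 90 min at 37 degrees C. DiscoveRx reagent added for 30 - 60 minutes at room temperature; luminescence read.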
GLP-1R agonist – qHTS of GLP-1 Receptor Agonists; Glucagon-like peptide 1 receptor (Homo sapiens), P43220; HEK293 GLP-1R CRE-luciferase, luminescence, 4-6 h; cells express a hypersensitive GLP-1R form; Potency, µM (highest dose often 45.6 µM), inactives show at the top dose activation, usual class: activators; actives 0.007% (n = 380,000); AID 624172, 2012; note: potency is the fitted concentration of half-maximal effect; % of control where 0% means no effect
Target sequence (P43220 whole entry, looked up): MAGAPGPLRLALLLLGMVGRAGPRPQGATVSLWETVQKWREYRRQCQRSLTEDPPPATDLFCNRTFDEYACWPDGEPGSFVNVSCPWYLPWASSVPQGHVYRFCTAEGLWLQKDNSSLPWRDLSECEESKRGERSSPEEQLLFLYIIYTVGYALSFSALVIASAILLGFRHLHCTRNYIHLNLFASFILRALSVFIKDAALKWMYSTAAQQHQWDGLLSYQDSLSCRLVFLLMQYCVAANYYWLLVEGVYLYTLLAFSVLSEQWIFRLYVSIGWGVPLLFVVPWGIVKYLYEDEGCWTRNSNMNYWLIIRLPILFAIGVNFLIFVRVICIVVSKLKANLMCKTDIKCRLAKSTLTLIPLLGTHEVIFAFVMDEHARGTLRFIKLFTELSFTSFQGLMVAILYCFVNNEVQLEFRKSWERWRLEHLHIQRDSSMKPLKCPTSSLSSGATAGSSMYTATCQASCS
TDP-43 yeast inh – qHTS of TDP-43 Inhibitors; actives 1.8% (n = 410,000); Potency, µM (top dose mostly 46.1 µM), for inactives: at the highest dose growth rescue (activation), hits mostly activators; TDP-43 expressing yeast growth rescue, BacTiter-Glo, 24 h; note: potency is the fitted concentration of half-maximal effect; % of control where 0% means no effect; nearly all actives have a fitted effect of over 50% in size
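Galactose-induced TDP-43 yeast, OD600=0.02, compound pinned; 24 hr, 30 deg C; BacTiter-Glo luminescence for growth. Inhibitors of TDP-43 toxicity read as activators.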
GLP1R cytotox – qHTS of GLP-1 Receptor Inverse Agonists: Cytotox Screen; HEK293 cAMP-luciferase reporter cells, luminescence, 24 h; actives 0.13% (n = 410,000); Potency, µM (top dose mostly 38.3 µM), for inactives: top-dose activity change, negative = inhibition, hits mostly inhibitors;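 note: loss of luciferase light is scored as toxicity; potency is the fitted concentration of half-maximal effect; % is set by controls: 0 for no effect and ±100 for the full control effect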
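Cells in DMEM/10% Nu serum/1% pen-strep, 1536-well format. Pre-incubated 12 h, dosed with 23 nL compound, incubated a further 24 h. Luciferase detection, 12 min at room temp, luminescence.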
GLP-1R inv ag – qHTS of GLP-1 Receptor Inverse Agonists (Inhibition Mode). Glucagon-like peptide 1 receptor (Homo sapiens), P43220. HEK293 GLP-1R CRE-luciferase, luminescence, 24 h; GLP-1R form is constitutively active. Potency, µM (titrated, usually from 38.3 µM), inactives show top-dose activity change, negative = inhibition, hits mostly inhibitors. actives 1.6% (n = 410,000); note: potency is the fitted concentration of half-maximal effect; % is set by controls: 0 for no effect and ±100 for the full control effect; nearly all actives have a fitted effect of over 55% in size
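Constitutively active GLP-1R drives a cAMP-responsive luciferase in stably transfected HEK293 cells; test compounds are added after overnight (12 h) attachment and left 24 hr, and signal loss in luminescence marks inhibition.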
KB-V1 cytotox – qHTS assay for MDR1-selective chemotherapeutics: Primary screen using the drug-selected MDR subline cells KB-V1; Potency, µM (highest dose often 46.1 µM), without a hit: at the top dose activity change, negative = cytotoxicity, hits mostly cytotoxic; actives 3.4% (n = 400,000); KB-V1 MDR cells viability, CellTiter-Glo, 72 h; AID 1347076, 2019; note: potency is the fitted concentration of half-maximal effect; % is set by controls: 0 for no effect and ±100 for the full control effect; nearly all actives have a fitted effect of over 60% in size
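Drug-selected KB-V1 cells, grown in DMEM lacking phenol red with 10% FBS, receive compound titrations; after three days at 37 degrees C, surviving cell ATP is quantified by CellTiter-Glo luminescence and responses normalized and curve-fitted.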
aSyn yeast inh – qHTS of alpha-syn Inhibitors; Potency, µM (series often up to 46.1 µM), inactives show at the top dose growth rescue (activation), actives largely listed as activators; AID 652106, 2013; Yeast expressing alpha-synuclein, growth rescue, BacTiter-Glo, 24 h; actives 0.14% (n = 370,000); note: potency is the fitted concentration of half-maximal effect; % of control where 0% means no effect; nearly all actives have a fitted effect of over 65% in size
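Screening used galactose-induced yeast with toxic alpha-synuclein levels, exposed to compound for 24 hr at 30 deg C. Cell growth, read with BacTiter-Glo luminescence, gave the measured signal.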
D3 antag – qHTS of D3 Dopamine Receptor Antagonist: qHTS | D(3) dopamine receptor (Homo sapiens), P35462 | D3R cells, DiscoveRx beta-arrestin luminescence, antagonist mode; hits give low values | max response, negative = inhibition, % | actives 2.5% (n = 360,000); in the data active = max response below about -50%; inconclusive = no clear call, values can overlap the other calls; note: % is set by controls: 0 for no effect and ±100 for the full control effect; mostly tested at two doses, the higher about 12 µM
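Cells plated overnight at 1500 cells/well, then exposed to library compounds with dopamine controls for 90 minutes at 37 degrees C. DiscoveRx reagent added for 30–60 minutes at room temperature; luminescence read, quantitative HTS format.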
PTHR1 ag – qHTS for PTHR1 Agonists: Primary Screen; Parathyroid hormone/parathyroid hormone-related peptide receptor (Homo sapiens), Q03431; HEK293 GP2 PTHR1 cells, GloSensor cAMP luminescence, 1 h; Potency, µM (top dose mostly 115 µM), inactives show at the top dose activation, most hits filed as activators; actives 0.075% (n = 410,000); AID 743266, 2014; note: potency is the fitted concentration of half-maximal effect; nearly all actives have a fitted effect of over 55% in size; some results filed as inactive show a strong effect at the top dose; inactives centre near -15; many of its hits are not listed in these tables
Target sequence (Q03431 whole entry, looked up): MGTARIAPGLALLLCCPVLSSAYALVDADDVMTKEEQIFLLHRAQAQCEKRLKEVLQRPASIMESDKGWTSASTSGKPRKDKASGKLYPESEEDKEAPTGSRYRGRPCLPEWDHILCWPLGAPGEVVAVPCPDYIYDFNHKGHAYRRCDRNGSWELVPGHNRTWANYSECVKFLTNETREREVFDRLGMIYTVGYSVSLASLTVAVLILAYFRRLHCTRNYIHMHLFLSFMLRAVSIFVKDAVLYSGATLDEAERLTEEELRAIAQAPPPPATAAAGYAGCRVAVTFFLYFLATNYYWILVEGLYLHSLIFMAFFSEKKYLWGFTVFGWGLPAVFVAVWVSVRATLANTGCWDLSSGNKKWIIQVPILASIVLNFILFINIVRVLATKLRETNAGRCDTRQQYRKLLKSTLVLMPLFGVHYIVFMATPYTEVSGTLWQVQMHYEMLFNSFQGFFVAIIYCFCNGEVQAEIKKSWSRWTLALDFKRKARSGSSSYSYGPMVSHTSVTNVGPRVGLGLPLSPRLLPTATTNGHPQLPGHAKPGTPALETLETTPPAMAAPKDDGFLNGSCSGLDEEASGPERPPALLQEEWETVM
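HEK-293-derived GP2 cells expressing PTHR1 and a GloSensor cAMP reporter, 3,000/well, plated overnight, given luciferin plus IBMX (each 0.5 mM as added) for 1 h at 37 °C, then compound for 1 h at 37 °C. Luminescence was read after 15 min at room temperature.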
* = called active by the depositor; i = inactive; ? = inconclusive; nt = no result given; & = joins results of further samples; [ ] = another dose, or the depositor's remark. Unless noted, calls come from the whole dose curve; as a rule, active = well fitted curve in the direction sought with a large enough effect; inconclusive = small, poorly fitted or top-dose-only effect, or another doubt; inactive = no such curve, though single readings can be large; an effect the other way counts as inactive or inconclusive. This is a subset; count on the stated rates, not on these rows.

nr	Compound	DRD3 agonist	GLP-1R agonist	TDP-43 yeast inh	GLP1R cytotox	GLP-1R inv ag	KB-V1 cytotox	aSyn yeast inh	D3 antag	PTHR1 ag
1	Cc1ccc(CN2CCN(/N=C/C(Br)=C\c3ccccc3)CC2)cc1	-22.3	13.4%	?	-1.2%	?	?	5.8%	-16.9	-8.4%
2	CCc1ccc(NC(=O)Cn2cc(S(=O)(=O)N3CCCC3)c(S(=O)(=O)N3CCCC3)c2)cc1	7.1	nt	23.7%	0.5%	14.5%	11.7%	nt	nt	i
3	O=C1c2ccccc2C(=O)c2c1cccc2N1CCN(CCO)CC1	-24.8	3.6%	-18.9%	-29.0%	0.0%	?	-9.1%	-23.7	-0.8%[57.5 µM]
4	O=S(=O)(C(=CNc1ccccc1)S(=O)(=O)c1ccccc1)c1ccccc1	-3.0	0.7%	21.3%	-8.9%	14.4%	-18.8%	-0.4%	1.2	-3.1%
5	O=C(NNC(=O)C1CC2CCC1C2)c1ccccc1 (stereo not drawn)	-5.3	2.1%	2.1%	-13.2%	11.0%	-6.3%	-10.6%	8.7	i
6	COc1ccc(C(=O)OCC(=O)NC23CC4CC(CC(C4)C2)C3)c(OC)c1OC	0.9	17.5%	15.7%	-5.2%	?	nt	8.5%	-3.1	-19.0%
7	CCN(CCn1cccn1)C(=O)c1ccc2nc(Cc3ccc(OC)cc3)oc2c1	14.6	2.8%	9.9%	5.2%	28.0%	-6.4%	2.0%	-4.0	i
8	O=C(Cn1ncc2c3ccccc3n(Cc3ccccc3)c2c1=O)NCc1ccco1	2.1	-3.3%	11.5%	3.1%	1.3%	?	2.8%	15.5	-7.0%
9	NS(=O)(=O)c1ccc(NC(=O)N[C@@H](Cc2ccccc2)C(=O)O)cc1	-5.2	3.5%	-10.3%	4.8%	3.8%	2.6%	-1.5%	0.6	?
10	Cc1cc(NC(=O)Nc2cccc(C(F)(F)F)c2)n(C)n1	-5.9	0.7%	-5.9%	12.4%	-27.5%	-11.8%	-10.3%	-15.5	-16.3%
11	COc1cc(CN2CCN(Cc3ccc(SC)cc3)CC2)cc(OC)c1O	-15.0	25.7%	-17.8%	-2.3%	?	0.8%	-3.5%	?	-10.3%
12	CC(C)c1ccc(NC(=O)NC2CC3CCC(C2)N3Cc2cccs2)cc1 (stereo not drawn)	-19.1	-1.8%	10.4%	10.8%	-39.9%	-2.8%	-0.2%	?	-23.9%

Next results.
nr	Compound	DRD3 agonist	GLP-1R agonist	TDP-43 yeast inh	GLP1R cytotox	GLP-1R inv ag	KB-V1 cytotox	aSyn yeast inh	D3 antag	PTHR1 ag
13	COc1ccc2c(c1OC)C(=O)N(c1cccc(C)c1)C2	-1.9	1.8%	-0.3%	-2.5%	30.4%	-24.1%	-2.0%	7.3	-27.6%
14	Cc1cc(=O)[nH]c(SCC(=O)NCC2CCCCC2)c1C#N	7.6	12.2%	-12.7%[0.397 µM]	-0.5%	18.5%	0.0%	-0.3%	20.4	i
15	Cc1ccc(C(=O)OCC(=O)NCc2cccs2)c(C)c1	-4.4	18.9%	-6.6%	-2.8%	-24.5%	14.1%	-4.5%	-21.8	-1.0%
16	CCOC(=O)c1ccccc1NC(=O)CSc1ccc(-c2sc(-c3ccccc3)nc2C)nn1	7.8	nt	12.8%	8.2%	1.1%	-4.1%	nt	nt	i
17	Cc1ccc(CNC(=O)c2ccc(-c3nc(CS(=O)(=O)c4ccc(C)cc4)c(C)o3)cc2)cc1	-17.0	nt	10.0%	1.5%	3.0%	4.7%	nt	nt	-46.0%[inhibitor]
18	COc1ccc2cc(C(=O)NCc3ccccc3)c(=O)oc2c1	-8.4	-3.6%	7.7%	-10.3%	-0.9%	25.3%	8.0%	10.0	-36.5%
19	COc1ccccc1C(=O)N1CCN(CCNC(=O)C(=O)Nc2ccc(Br)c(C)c2)CC1	4.1	-0.5%	7.0%	-22.3%	?	-4.9%	2.8%	13.9	-29.1%
20	CCN(CC)S(=O)(=O)c1ccc(OC)c(-n2cnnn2)c1	1.7&3.5	5.0%	-25.2%&18.0%	-1.1%&4.1%	17.8%&3.3%	7.8%&3.5%	6.4%	0.1	-1.6%
21	O=C(CCn1ccc([N+](=O)[O-])n1)Nc1nccs1	-14.6	-0.4%	-7.6%	-3.5%	2.2%	8.9%	1.3%	-14.0	-6.6%
22	CCn1c(SCC(=O)NC2=NCCS2)nnc1C(C)NC(=O)c1ccccc1Br (stereo not drawn)	-5.2	5.1%	-18.1%	0.0%	-13.8%	12.1%	-6.4%	-21.7	-11.2%
23	O=[N+]([O-])c1ccc(Cl)c(NC(=S)N2CCCC2)c1	7.0	13.1%	0.3%	-4.7%	8.5%	9.0%	-3.3%	-13.3	-8.7%
24	CCCCNC(=O)c1cccnc1SCC(=O)Nc1ccccc1OC	0.2	17.2%	12.7%	-1.0%[1.53 µM]	2.9%	?	-2.2%	-4.6	i

Other compounds.
nr	Compound	DRD3 agonist	GLP-1R agonist	TDP-43 yeast inh	GLP1R cytotox	GLP-1R inv ag	KB-V1 cytotox	aSyn yeast inh	D3 antag	PTHR1 ag
25	CCN(Cc1cc(=O)n2ccsc2n1)Cc1nc2ccccc2c(=O)[nH]1	-6.1	-1.4%	-15.8%	-10.6%	-12.9%	9.5%	-7.2%	-29.7	i
26	C/C(CC(=O)Nc1ccc2c(c1)OCCO2)=N\NC(=O)Cc1ccc(Cl)cc1	2.3	11.3%	-4.1%	-11.0%	-7.2%	12.4%	25.6%	-5.3	i
27	O=C(Nn1c(SCc2ccc(F)cc2)nc2ccsc2c1=O)c1ccccc1	-18.5	-2.7%	-1.1%	-6.2%	-0.5%	4.11µM*	-3.4%	27.5	-23.4%
28	COc1cccc(NC(=O)c2oc3ccccc3c2NC(=O)C2CC2)c1	-1.8	2.5%	0.4%	5.5%	-3.1%	-3.3%	-3.6%	29.6	-20.9%
29	O=C(O)CCCC(=O)Nc1cccc2cccnc12	-7.3	-5.1%	1.4%	2.0%	-2.8%	1.9%	-3.2%	-10.4	i
30	CC(Oc1ccc(F)cc1)C(=O)Nc1cc(-c2ccc(F)c(F)c2)no1 (stereo not drawn)	-1.3	nt	?	-7.5%	?	nt	nt	nt	-43.4%[inhibitor]
31	Cn1c(CN2CCOCC2)nc2cc(NC(=O)COc3ccc([N+](=O)[O-])cc3)ccc21	-6.2	-11.0%	-19.0%	20.4%	-10.0%	0.0%	-4.2%	-15.1	-24.9%
32	CN(c1ccccc1)S(=O)(=O)c1ccccc1Br	18.7	4.6%	14.5%	-5.9%	-17.5%	-2.5%&-22.6%	10.8%	?	-45.7%[inhibitor]
33	COc1ccc(/C=C/C(=O)c2ccccc2)cc1COc1ccc(F)cc1	6.5	8.2%	-6.7%	-1.3%	0.0%	?	-3.3%	2.4	-30.3%[inhibitor]
34	Cc1cc(C(=O)N2CCCC(C)(C(=O)NS(=O)(=O)C3CC3)C2)nn1C(C)(C)C (stereo not drawn)	5.3	-0.7%	15.2%	3.0%	11.1%	4.1%	-1.2%	0.0	-6.9%
35	COc1c([N+](=O)[O-])c(=O)n(-c2ccccc2)c2ccccc12	3.6	-2.7%	-7.2%	-3.5%	0.0%	10.3%	3.9%	23.8	-0.8%
36	Cc1[nH]n2cnnc2c(=O)c1Br	3.3	-5.5%	7.7%	3.5%	-1.7%	-5.3%	3.4%	3.1	-2.0%

Additional entries
nr	Compound	DRD3 agonist	GLP-1R agonist	TDP-43 yeast inh	GLP1R cytotox	GLP-1R inv ag	KB-V1 cytotox	aSyn yeast inh	D3 antag	PTHR1 ag
37	COc1ccc(-c2cc(C(=O)N3CCN(c4ccccc4)CC3)no2)cc1OC	6.0	-12.3%	14.5%	-11.8%	-11.2%	-22.8%	-8.0%	12.7	-14.1%
38	CN(C)C(=O)c1cccc(-c2cnc3c(NC=O)cc(-c4ccccc4N(C)C)cn23)c1	0.8	23.2%	19.1%	0.3%	37.3%[activator]	?	6.9%	0.8	-19.0%
39	O=C(CCCc1ccccc1)Nc1ccc2c(c1)OCCO2	-3.4	5.3%	?	16.7%	?	-5.3%	-5.8%	-0.8	-42.1%
40	COc1ccc(/C(C)=C2/SC(=S)N(CCC(=O)O)C2=O)cc1	-23.6	5.4%	-25.9%	-14.5%	-0.5%	-14.2%	9.8%	-22.3	?
41	CCN(CC)S(=O)(=O)c1ccc(C)c(NC(=O)COc2ccc3c(C)cc(=O)oc3c2)c1	9.9	1.7%	5.8%	-3.5%	-11.0%	-0.2%	-8.7%	26.3	-34.1%[inhibitor]
42	O=C1NC[C@H](Cc2ccc(O)cc2)N(C[C@@H]2CCCN2C[C@H](Cc2ccc(O)cc2)N2C[C@H](Cc3ccccc3)N(CC3CCCCC3)C(=O)C2=O)C1=O	-6.2	-1.2%	16.8%	6.1%	-2.2%	-4.4%	-0.1%	6.1	?
43	COC(=O)c1ccc2c(=O)n(CCN3CCOCC3)c(SCC(=O)Nc3ccc(OC)cc3OC)nc2c1	-12.5	1.9%	10.0%	4.7%	1.4%	13.7%	1.9%	-1.4	i
44	Cn1c(=O)oc2cc(S(=O)(=O)NCC3CCCO3)ccc21 (stereo not drawn)	-1.8	9.7%	-4.3%	1.0%	-0.5%	-5.1%	4.6%	-25.2	3.2%[57.5 µM]
